Screens deposited in PubChem by several laboratories.
TNF necrop inh: TNF-alpha cell death inhibition in Jurkat FADD-/- cells; Jurkat FADD-/- TNF necroptosis rescue, ATP luminescence, 24 h; 0 = TNF only, 100 = no-TNF cells; activation (protection from cell death), % at 10 µM; hit rate 0.068% among 220,000; AID 463075;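 active means activation, meaning protection from cell death, of at least 50% relative to plate controls; inactive means activation below 50%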;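 further: necroptosis triggered by 40 ng/mL TNF-alpha added together with compound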
Runt-SMMHC FRET: blocks binding of human RUNX1 Runt domain to CBFb-SMMHC | Q01196+Q13951 | Cerulean-Runt/Venus-CBFb-SMMHC FRET ratio 530/480, 1 h | inhibition, % at 20 µM | hit rate 0.74% among 220,000 | AID 1434;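 active means mean inhibition across duplicate retests at 20 µM reaching about 50%, limit read from the data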;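 further: 0% = DMSO wells and 100% = wells with excess untagged CBFb-SMMHC; inhibitors lower the FRET ratio by blocking Runt binding to CBFb-SMMHC; some results filed as inactive read as strong as hits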
Target sequence (Q01196 whole entry, looked up, the tested form may be a part): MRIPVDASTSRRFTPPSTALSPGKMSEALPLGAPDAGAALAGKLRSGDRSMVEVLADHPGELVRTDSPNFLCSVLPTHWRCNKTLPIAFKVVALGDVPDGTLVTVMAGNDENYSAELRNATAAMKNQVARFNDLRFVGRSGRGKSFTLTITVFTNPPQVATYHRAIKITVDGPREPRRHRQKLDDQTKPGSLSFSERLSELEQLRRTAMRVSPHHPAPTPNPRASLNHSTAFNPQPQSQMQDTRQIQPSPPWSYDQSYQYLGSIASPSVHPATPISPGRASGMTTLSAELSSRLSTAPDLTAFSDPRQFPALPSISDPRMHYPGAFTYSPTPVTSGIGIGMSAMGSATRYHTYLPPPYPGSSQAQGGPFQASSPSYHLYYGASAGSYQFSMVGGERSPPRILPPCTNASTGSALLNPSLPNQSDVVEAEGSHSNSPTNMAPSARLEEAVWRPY
Target sequence (Q13951 whole entry, looked up, the tested form may be a part): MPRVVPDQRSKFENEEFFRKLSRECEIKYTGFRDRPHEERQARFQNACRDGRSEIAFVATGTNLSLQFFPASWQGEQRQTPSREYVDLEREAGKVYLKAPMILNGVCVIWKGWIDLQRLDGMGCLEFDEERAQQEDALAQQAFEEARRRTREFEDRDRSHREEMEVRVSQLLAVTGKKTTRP
RBBP9 inh: blocks human serine hydrolase RBBP9. hit rate 0.2% among 220,000. AID 1515. recombinant RBBP9, FP-Rh probe fluorescence polarization. inhibition, % at 7.94 µM. O75884;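 active means inhibition above the campaign mean of all tested compounds plus 3 SD, cut at about 14% in these data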;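 further: plate controls were DMSO wells with RBBP9 for no effect and wells lacking RBBP9 protein for full effect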
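Measured by – fluorescence polarization · Test system – RBBP9 protein · Input – 2.5 µM RBBP9 dispensing solution, before mixing · Measure – percent inhibition from mP, scaled between DMSO and no-protein wells · Benchmarks – DMSO-treated enzyme wells and wells lacking RBBP9 · Times – preincubation 30 min plus labeling 45 min at 25 °C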
EP2 antag: blocks the human prostaglandin E2 receptor EP2 | P43116 | AID 1422 | C6 glioma cells expressing human EP2, cAMP TR-FRET; cells stimulated with saturating PGE2 | hit rate 0.52% among 260,000 | inhibition, % at 25 µM;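 active means percent inhibition above 40 after rounding to a whole number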;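 further: rat C6 glioma host cells with rolipram phosphodiesterase inhibitor present; the protocol text gives 20 µM as final concentration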
Target sequence (P43116 whole entry, looked up): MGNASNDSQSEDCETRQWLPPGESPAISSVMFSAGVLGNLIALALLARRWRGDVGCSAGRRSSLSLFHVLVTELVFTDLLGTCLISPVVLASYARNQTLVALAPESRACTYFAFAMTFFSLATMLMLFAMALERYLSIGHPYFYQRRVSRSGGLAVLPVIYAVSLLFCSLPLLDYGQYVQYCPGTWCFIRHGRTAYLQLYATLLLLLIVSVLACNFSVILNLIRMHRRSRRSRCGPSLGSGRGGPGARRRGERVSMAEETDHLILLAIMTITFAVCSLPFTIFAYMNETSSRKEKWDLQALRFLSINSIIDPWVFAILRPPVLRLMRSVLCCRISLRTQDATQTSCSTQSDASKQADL
PERK inhibitor: human PERK inhibition, primary cell-based screen; hit rate 0.17% among 220,000; CHO PERK-DD fusion, SEAP luminescence translation reporter; inhibition, % at 5.6 µM;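 active means inhibition above the mean inhibition of all tested compounds plus 3 SD, set separately per screening campaign, cut at about 2.9% in these data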;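 further: PERK kinase domain activated by AP20187 dimerizer at 100 nM; 0% = DMSO with dimerizer and 100% = rapamycin at 8.4 µM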
EP2 mod: EP2 receptor (human) modulation | P43116 | EP2-expressing cells, cAMP HTRF FRET, PGE2 co-stimulation | induction, % at 25 µM | hit rate 0.83% among 260,000 | AID 940;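 active means compounds whose cAMP rise, as percent of the full-agonist control response, exceeds 60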;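 further: rat C6 glioma line stably carrying human EP2 under a CMV promoter; the protocol text gives 20 µM as final concentration; 100% = response of wells given 1 µM PGE2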
Hck-Nef inh: blocks Nef-activated human Hck kinase. P08631. Recombinant Hck-YEEI plus Nef, Z-Lyte FRET kinase assay. inhibition, % at 20 µM. hit rate 0.68% among 220,000. AID 463187;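 active means Hck-Nef kinase inhibition above about 50%, limit read from the data; inactive means inhibition below that limit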;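 further: 0% = DMSO with Hck plus Nef and 100% = Hck alone without Nef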
zVAD death inh: blocks zVAD induced death of L929 cells; hit rate 0.38% among 220,000; L929 zVAD necroptosis rescue, ATP luminescence, 24 h; with zVAD 60 µM; AID 1377; viability rescue, % at 10 µM;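 active means activation, scaled between plate controls, above about 75%, limit read from the data; inactive means activation under that limit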;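 further: 0% = zVAD with DMSO and 100% = DMSO alone without zVAD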
Runt-CBFb FRET: inhibitors of human RUNX1 Runt domain binding to CBFb | Q01196+Q13951 | AID 1496 | hit rate 0.46% among 220,000 | inhibition, % at 20 µM | Cerulean-Runt/Venus-CBFb FRET ratio 530/480, 1 h;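 active means inhibition over about 50% at 20 µM in the single-dose screen, limit read from the data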;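 further: 0% = DMSO wells and 100% = excess unlabeled CBFb competitor control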
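Assay system: Cerulean-tagged RUNX1 Runt domain (FRET donor) fusion protein / Amount: 100 nM each of Venus-CBFb and Cerulean-Runt domain / Medium: Tris buffer pH 7.5 with salts and BSA / Also added: Venus-CBFb 100 nM / Schedule: 1 h complex formation plus 1 h compound treatment, room temperature / Signal: FRET fluorescence / Read-out: loss of energy transfer signal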
Numbers without * were called inactive; · = not tested or not shown; & = joins results of further samples. Only part of the results is shown. The share of hits here may be higher or lower than overall.

SMILES	TNF necrop inh	Runt-SMMHC FRET	RBBP9 inh	EP2 antag	PERK inhibitor	EP2 mod	Hck-Nef inh	zVAD death inh	Runt-CBFb FRET
CCCC(C)NC(=O)c1ccccc1SC (stereo not given)	0.0	-8	-2	2	1.0	25	17	0.2	0
O=C(OCCNC(=O)c1cc2ccccc2oc1=O)c1cccnc1	-1.9	2	0	10	0.9	64*	1	0.6	-1
Cc1nc2ccccc2n1C(=O)N(C)C	-1.1	1	-5	11	0.3	1	27	0.9	0
COc1ccc(N2CCN(c3nc(Nc4ccc(C)c(F)c4)nc(N4CCCC4)n3)CC2)cc1	0.9	3	1	2	1.1	-4	17	1.0	0
Nc1cc(C(=O)N2CCCC2)cc(C(=O)N2CCCC2)c1	-0.4	1	0	9	0.0	-13	0	0.8	-1
Clc1ccc(CN2CCN(/N=C/c3cccnc3)CC2)cc1	1.5	5	-7	5	0.9	-37	23	0.7	3
Cc1cc(C)c(NC(=O)C2CC(=O)N(c3ccc4c(c3)OCCO4)C2)c(C)c1 (stereo not given)	-0.7	0	-11	3	-0.8	-18	4	0.8	-2
Cc1ccc(S(=O)(=O)Nc2ccc(C(=O)OCC(=O)N(CCC#N)c3ccccc3)cc2)cc1C	2.0	1	-9	7	-0.4	-3	2	1.7	-3
N#Cc1c(Nc2ccc(Cl)cc2)s[nH]c1=O	-8.9	12	-6	6	1.0	0	-1	-0.8	22
NNC(=O)CSCc1nc(-c2ccc(Cl)cc2)cs1	5.5	31	-15	17	1.7	-12	8	0.8	2

Pulled by structure from above (3):
SMILES	TNF necrop inh	Runt-SMMHC FRET	RBBP9 inh	EP2 antag	PERK inhibitor	EP2 mod	Hck-Nef inh	zVAD death inh	Runt-CBFb FRET
Cc1cc(C)c(NC(=O)C2CC(=O)N(c3ccc4c(c3)OCCO4)C2)c(C)c1 (stereo not given)	-0.7	0	-11	3	-0.8	-18	4	0.8	-2
Nc1cc(C(=O)N2CCCC2)cc(C(=O)N2CCCC2)c1	-0.4	1	0	9	0.0	-13	0	0.8	-1
O=C(OCCNC(=O)c1cc2ccccc2oc1=O)c1cccnc1	-1.9	2	0	10	0.9	64*	1	0.6	-1

Other records
SMILES	TNF necrop inh	Runt-SMMHC FRET	RBBP9 inh	EP2 antag	PERK inhibitor	EP2 mod	Hck-Nef inh	zVAD death inh	Runt-CBFb FRET
COc1cc(/C=C(/C#N)c2nc(-c3cc4ccccc4oc3=O)cs2)cc([N+](=O)[O-])c1O	-13	-29	-6	3	1.9	-37	114*	-1.1	-14
O=C(CSc1c[nH]c2ccccc12)N1CCCc2ccccc21	6.8	3	-8	11	-0.5	21	1	4.8	-1
C#CCOCCOCCOCCNc1nc(N2CCN(C(=O)[C@H](CCCCN)n3cc([C@@H](N)C(C)CC)nn3)CC2)nc(N2CCN(C(=O)[C@H](Cc3ccc(O)cc3)n3cc([C@@H](N)CC(C)C)nn3)CC2)n1 (stereo not given in full)	1.1	2	-1	16	0.4	-7	6	-0.2	2
CCOc1ccc(CC(=O)NNC(=O)NC2CCCCC2)cc1	0.1	-2	-6	4	1.3	6	11	0.5	0
CC1CC(C)CN(CCCNC(=O)c2cc3c(=O)[nH]c4ccccc4c3n2C)C1 (stereo not given)	2.7	2	-5	3	0.0	-15	11	1.4	1
CCOc1ccc(Nc2cc(C)nc(N3CCOCC3)n2)cc1	-0.3	2	-3	14	-0.2	4	1	0.1	0
Cc1ccc(-c2nc3ccccc3[nH]2)s1	-8.2	-15	-6	14	0.1	-9	1	2.0	0
NC(=O)c1ccccc1	0.5	-1	-1	6&14	1.2	8&5	18	1.0	0
Cn1cccc1CNCc1ccc(F)cc1	4.5	1	-4	7	1.5	16	1	1.4	-1
Cc1ccc(CN(Cc2cc3cc4c(cc3[nH]c2=O)OCCO4)Cc2nnnn2Cc2ccco2)cc1	-2.5	-185	-1	11&6	-0.4	-58&-2	-1	-0.2	-24
CCc1ccc(NC(=O)C(C)Oc2nnc(-c3cccs3)c(-c3cccs3)n2)cc1 (stereo not given)	-0.5	-18	-6	12	-1.1	49	2	-0.2	-4
CCN1CCN(CC(=O)c2cc(OC)c(OC)c(OC)c2)CC1	0.0	0	-8	-1	-0.3	16	-10	0.6	-1
C=CCN(CC=C)CCOc1ccc(C)cc1[N+](=O)[O-]	-0.9	0	-7	3	0.2	17	20	-0.1	1
CCOc1ccc2[nH]c(=O)c(CN(CCCO)C(C)=O)cc2c1	1.8	3	5	18&12	1.5	13&-5	-8	-0.5	-2
O=C(NCCc1cn2ccccc2n1)c1cc(COc2c(F)cccc2F)on1	0.0	·	-3	7	-0.3	-70	26	1.1	·
O=C(NCc1ccccn1)c1nnc(Cc2ccc(Cl)cc2)o1	3.9	1	-4	7	-0.6	21	-3	·	-1
COc1cscc1C(=O)O	2.1	-2	-8	6	0.4	-16	-5	1.1	0
CSc1ccc(-c2nnn(Cc3ccc(Br)cc3)n2)cc1	1.2	-2	-10	43*	-1.0	-42	-20	0.6	-3
Cc1noc(C)c1S(=O)(=O)Nc1ccc(C(=O)NCCc2ccccc2)cc1	3.1	0	-5	16	1.3	-45	7	2.0	2
CN1CCN(S(=O)(=O)c2ccc(Sc3nnnn3-c3ccccc3)c([N+](=O)[O-])c2)CC1	-12	6	2	10	-0.3	1	3	·	6
O=C(CCNc1n[nH]c(=O)[nH]c1=O)N1CCCCC1	-2.9	1	-7	10	0.9	25	1	-0.1	1
O=C(CC1CC2CCC1C2)OCC(=O)c1c[nH]c2ccccc12 (stereo not given)	0.1	0	-9	5	-0.6	-15	0	-0.2	-1
Cc1nc(CNC(=O)c2cc(COc3c(F)cccc3F)on2)cs1	4.4	-2	-4	6	-0.2	6	12	0.3	2
CC(=O)NN1C(=O)c2ccccc2NC1c1ccccn1 (stereo not given)	1.3	3	-8	7	0.1	-5	2	0.4	3
CC(C)(C)c1ccc(S(=O)(=O)NCC(=O)Nc2sc3c(c2C(N)=O)CCCC3)cc1	-0.3	0	-13	7	-0.9	-6	2	-0.6	1
CCn1c(SCC(=O)Nc2cccc(NC(=O)c3cccs3)c2)nnc1-c1ccncc1	-2.2	3	-2	12	1.4	19	2	0.2	0
O=C(c1ccco1)N1CCN(c2ncnc3scc(-c4ccccc4)c23)CC1	-0.5	-8	-10	20	-3.4	-5	-1	0.4	-2
CCOC(=O)c1c(NC(=O)CN2C(=O)NC3(CCC(CC)CC3)C2=O)sc(C)c1-c1ccc(C)cc1 (stereo not given)	1.0	4	-2	3	0.5	24	1	5.3	1
Cc1[nH]c(=O)[nH]c(=O)c1S(=O)(=O)N1CCCC(C(=O)NCc2ccc3c(c2)OCO3)C1 (stereo not given)	-0.7	1	3	12	-0.5	13	-3	1.7	-1
COc1ccc(OCC(=O)Nc2ccc(S(=O)(=O)N3CCOCC3)cc2)cc1	-1.3	2	-1	8	1.1	-36	3	0.2	1
CCOCCCNC(=O)C(c1ccc(Cl)cc1)N(Cc1ccc2c(c1)OCO2)C(=O)CNC(C)=O (stereo not given)	0.0	1	-1	7	1.0	7	0	0.9	-2
CC(C)(C)n1nnnc1C(c1ccccc1)N1CCc2ccccc2C1 (stereo not given)	-0.6	-2	1	10	1.4	22	1	-0.1	1
N#C/C(=C\c1ccccc1)C(=O)Nc1cc(S(=O)(=O)N2CCOCC2)ccc1N1CCCC1	0.3	-32	-4	9	0.6	4	3	0.4	0
CC(/C=C1\SC(=S)N(NC(=O)c2ccc(C)cc2)C1=O)=C\c1ccccc1	-3.2	-11	-14	8	0.5	43	-1	-0.4	-3
O=C(N/N=C/c1ccc(-c2ccc(S(=O)(=O)Nc3ncccn3)cc2)o1)c1cc2ccccc2cc1O	-5.4	14	-9	·	0.6	-7	48	0.5	26
O=C(Nc1ccccc1F)c1cnccn1	-0.3	-3	0	4	1.1	21	6	1.5	-2
Cn1cccc1C(=O)OCC(=O)c1cc2ccccc2o1	-0.5	-1	-4	11	1.5	·	9	0.7	1
CCn1ncc(/C=N/O)c1C	1.0	0	-4	12	1.8	10	0	0.8	1
COc1ccc(-c2nc(-c3ccccc3)ncc2S(C)(=O)=O)cc1	0.3	2	-3	3	1.2	60	-2	1.3	0
O=C(Cn1nc(CNc2ccc(Cl)cc2)[n+]2c1CCCCC2)c1ccc(Br)cc1	3.0	5	-1	2	-1.1	-9	2	0.6	-2
CCC(C)NC(=O)c1n[nH]c(=O)c2ccccc12 (stereo not given)	0.6	·	4	7	0.0	28	3	-0.2	·
Cn1cc(/C=N/NC(=O)COc2ccccc2[N+](=O)[O-])c2ccccc21	2.3	-3	0	5	-0.1	-4	6	0.7	-8
COC1(C)CC2C(CC1OC(=O)c1cc([N+](=O)[O-])cc([N+](=O)[O-])c1)C2(C)C (stereo not given)	0.3	1	-6	10	0.3	72*	4	0.7	0
CC(Cc1ccccn1)NC(=O)CCc1nnc(C2CCCCC2)o1 (stereo not given)	0.5	-4	1	7	2.8	14	-6	1.4	0
COc1ccc(Br)cc1S(=O)(=O)NCCCN1CCOCC1	2.9	·	-2	10	0.7	11	14	-0.1	·
CC(C)(C)c1ccc(C(=O)OCC(=O)Nc2sc3c(c2C#N)CCC3)cc1	1.5	-6	-3	6	0.6	3	1	2.6	2
COc1ccc(Cn2c(-c3ccc(OC)c(O)c3)nc3ccccc32)cc1O	-3.8	·	-11	2	0.1	5	24	-0.9	·
CC(C)CNC(=O)CSc1nnc2ccccn12	1.3	2	3	4	0.8	21	15	1.2	0
CCOC(=O)c1sc2ncc([N+](=O)[O-])cc2c1N	2.5	-1	-8	5	-0.5	-2	19	0.6	1
O=S(=O)(CC(O)COc1ccc(Br)cc1)c1ccccc1 (stereo not given)	2.1	1	-8	4	1.8	-49	20	0.8	-1
Next results.
SMILES	TNF necrop inh	Runt-SMMHC FRET	RBBP9 inh	EP2 antag	PERK inhibitor	EP2 mod	Hck-Nef inh	zVAD death inh	Runt-CBFb FRET
COc1ccc(CCNC(=O)CSc2nnnn2-c2ccccc2)cc1	4.5	-1	-3	4	0.6	-2	-1	-0.7	3
COc1cc2sc(C)nc2c2sccc12	-1.4	3	-13	10	-0.6	-29	-2	1.2	-1
CCCCN(C)C(=O)c1nc2ccccn2c1CNCCCn1nnc2ccccc21	-0.7	0	-9	5	-0.1	12	3	0.0	-3
FC(F)(F)c1cnc(-c2cnc(-c3ccncc3)nc2)c(Cl)c1	-4.1	-3	7	11	0.5	-31	23	0.6	-1
CC(C)N(Cc1nc(-c2ccccc2)no1)C(=O)C(C)(C)C	0.0	-2	-1	10	0.2	-6	15	0.2	0
COc1cccc(-c2noc(CCC(=O)NCC3CCCO3)n2)c1 (stereo not given)	-0.7	2	-8	2	-0.9	-6	-6	-0.5	1
C/C(=N/NC(=O)C1CCCCC1)c1ccc([N+](=O)[O-])cc1	1.4	-1	-5	4	1.0	11	2	0.0	8
CCn1c(SCC(=O)Nc2cc(C)ccc2C)nc2c(c1=O)SC(C)C2 (stereo not given)	1.7	-1	-8	8	-0.3	13	3	-0.8	-3
